# Screens deposited in PubChem by several laboratories.
# PfHsp40 yeast = rescue of yeast from PfHsp40 toxicity, primary screen, S. cerevisiae, ATP luminescence; S. cerevisiae expressing PfHsp40, growth rescue; growth rescue, % at 12.5 µM; hit rate 0.68% among 340,000; AID 504582, 2011; in the data active = growth rescue above about 28%, passing the limit was not always enough;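 note: yeast W303a lacking pdr1 and pdr3 grown in galactose medium; growth measured after three days at 30 °C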
# CCHFV vOTU inh = CCHFV vOTU protease inhibitors, primary screen, biochemical, Pep-AMC substrate, fluorescence; Crimean-Congo hemorrhagic fever virus L polyprotein viral ovarian tumor (vOTU) protease …; inhibition, % at 11.5 µM; hit rate 0.55% among 370,000; AID 651958, 2012; in the data active = inhibition above about 30%; note: 0% = vehicle wells with enzyme and 100% = no enzyme wells
# Vc quorum ag = inducers of Vibrio cholerae quorum light production without autoinducers, primary screen, BH1578 luxS cqsA deficient, single point; hit rate 0.16% among 350,000; V. cholerae BH1578 lux reporter, luminescence, 6 h; AID 588436, 2011; activation, % at 18.7 µM; in the data active = activation mostly above about 9.7%, no sharp cut-off; note: not every result past the cut was called active; inactives centre near 0; reference of the scale not given here
# 3CLpro inhibitor = SARS-CoV 3CLpro protease inhibitors, primary screen, biochemical, quenched FRET; Replicase polyprotein 1ab (Severe acute respiratory syndrome coronavirus), P0C6X7; recombinant SARS-CoV 3CLpro, quenched FRET peptide cleavage; inhibition, % at 6 µM; hit rate 0.14% among 290,000; AID 1706, 2009; in the data active = inhibition above about 12%
# Yp Topo-I inh = Yersinia pestis topoisomerase I inhibitors, primary screen, biochemical, cleavage product accumulation, plate reader, single point. DNA topoisomerase I (Yersinia pestis CO92). AID 504884, 2011. activity, % at 10 µM. hit rate 0.064% among 360,000. Y. pestis Topo-I cleavage product accumulation; in the data active = activity above about 50%, passing the limit was not always enough; note: inactives centre near 2
# PriA SSB inh = inhibitors of Klebsiella pneumoniae PriA binding to SSB C-terminal tail, primary screen, biochemical, AlphaScreen; PriA–SSB C-terminal tail interaction (Klebsiella pneumoniae); AlphaScreen SSBct-PriA binding, biotinylated peptide; inhibition, % at 33 µM; hit rate 0.6% among 430,000; in the data active = inhibition mostly above about 37%, no sharp cut-off; inactive = mostly below about 20%;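 note: plate controls were negative control peptide for no effect and reference peptide for full effect; strong numbers were not always called active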
# Anthrax LF inh2 = Bacillus anthracis LF protease inhibitors, primary screen, biochemical, multiplex microsphere, MLPCN library; multiplex microsphere protease cleavage assay; inhibition, % at 10 µM; hit rate 0.12% among 360,000; AID 588501, 2011; note: plate controls were buffer without enzyme for full effect and enzyme alone for no effect
# Target sequence (P15917 whole entry, looked up): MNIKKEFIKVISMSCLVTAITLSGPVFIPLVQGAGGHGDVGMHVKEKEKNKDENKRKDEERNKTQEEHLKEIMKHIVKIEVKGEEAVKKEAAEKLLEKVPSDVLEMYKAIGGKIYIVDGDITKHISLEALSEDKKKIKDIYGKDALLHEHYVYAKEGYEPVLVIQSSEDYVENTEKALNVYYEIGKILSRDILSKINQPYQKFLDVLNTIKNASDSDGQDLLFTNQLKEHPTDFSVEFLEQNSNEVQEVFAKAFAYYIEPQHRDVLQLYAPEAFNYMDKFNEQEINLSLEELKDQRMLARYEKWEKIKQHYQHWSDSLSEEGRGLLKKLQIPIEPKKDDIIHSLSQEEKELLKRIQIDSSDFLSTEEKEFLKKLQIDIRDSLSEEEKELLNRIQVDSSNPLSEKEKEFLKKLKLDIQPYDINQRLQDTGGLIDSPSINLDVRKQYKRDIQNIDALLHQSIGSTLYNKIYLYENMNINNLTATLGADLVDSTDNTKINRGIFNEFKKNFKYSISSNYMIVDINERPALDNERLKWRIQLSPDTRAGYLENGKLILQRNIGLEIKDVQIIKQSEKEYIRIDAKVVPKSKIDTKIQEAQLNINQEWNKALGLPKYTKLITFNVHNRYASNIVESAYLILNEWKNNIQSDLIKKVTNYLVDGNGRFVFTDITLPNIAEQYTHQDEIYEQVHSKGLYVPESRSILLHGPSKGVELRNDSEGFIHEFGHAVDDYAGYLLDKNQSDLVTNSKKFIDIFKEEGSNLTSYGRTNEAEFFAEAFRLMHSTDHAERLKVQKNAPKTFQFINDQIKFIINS
# TcdB inh = TcdB glycohydrolase inhibitors, primary screen, biochemical, single point, plate reader. TcdB glycohydrolase enzymatic assay. inhibition, % at 9.99 µM. hit rate 0.24% among 350,000. AID 652162, 2013; in the data active = inhibition above about 10%
# DUSP3 inh = VHR1 phosphatase inhibitors, primary screen, biochemical, absorbance, uHTS; recombinant VHR phosphatase, pNPP absorbance; inhibition, % at 13.3 µM; Dual specificity protein phosphatase 3 (Homo sapiens), P51452; hit rate 0.52% among 290,000; AID 1654, 2009; in the data active = inhibition above about 50%; note: some compounds called inactive have numbers as strong as hits
# Target sequence (P51452 whole entry, looked up): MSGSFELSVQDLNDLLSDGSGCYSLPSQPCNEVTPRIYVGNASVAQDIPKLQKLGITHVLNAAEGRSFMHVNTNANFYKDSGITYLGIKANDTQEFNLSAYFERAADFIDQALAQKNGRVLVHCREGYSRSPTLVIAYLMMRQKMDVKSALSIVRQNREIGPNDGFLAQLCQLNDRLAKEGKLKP
# BoNT A protease = BoNT/A light chain protease inhibitors, primary screen, biochemical, flow cytometry, MLPCN library; Botulinum neurotoxin type A light chain protease (Clostridium botulinum A str. ATCC 3502); multiplex microsphere protease substrate cleavage; inhibition, % at 10 µM; hit rate 0.17% among 360,000; AID 588499, 2011; note: plate controls were buffer without enzyme for full effect and enzyme alone for no effect
# * = called active by the depositor; i = inactive; . = not tested or not shown; & = joins results of further samples. Cut-off read from the data, not from the text of the source, unless noted: active = inhibition above about 30%; inconclusive = no clear call, values can overlap the other calls; inactive = below that. The list is partial; the hit share may differ from the screen's.
compound,PfHsp40 yeast,CCHFV vOTU inh,Vc quorum ag,3CLpro inhibitor,Yp Topo-I inh,PriA SSB inh,Anthrax LF inh2,TcdB inh,DUSP3 inh,BoNT A protease
CC/C(=C\c1oc2cc3ccccc3cc2[n+]1CC)Nc1ccccc1,-0.2,-1,-0.1,2,31,-2,3,5.6,30,-1.3
Cc1cc(N2CCOCC2)nc2ccc(NC(=O)C3CCC(C)CC3)cc12 (stereo not given),0.1,-2,2.4,-6,-4,-4,1,.,36,1.5
N#CCCN1CCN(CCC#N)C1=S,0.4,-21,i,.,5,-10,-1,-0.5,.,-0.1
O=S(=O)(Nc1cccc(-c2cn3ccsc3n2)c1)c1ccc(F)cc1,-0.3,-3,-0.6,5,-4,9,-5,.,31,-2.7
COc1cccc(CN2CC(C(=O)N3CCN(C(C)C)CC3)CCC2=O)c1 (stereo not given),1.4,-2,-0.2,-5,6,-4,0,-0.3,4,1.7
COc1cc(C(C)=O)ccc1COc1ccc(C(=O)OC(C)C(=O)NC(N)=O)cc1OC (stereo not given),1.4,-2,i,7,7,-11,1,-0.6,-5,-0.2
Cc1ccc2c(n1)sc1c(-c3ccc(Br)cc3)c(C#N)c(N)nc12,-1.1,0,.,3,1,-16,30,.,42,44*
COc1ccc(CNC(=O)CCC(=O)N2CCN(C(C)=O)CC2)cc1,0.6,-8,-4.0,-3,5,-13,8,0.9,14,-3.9
O=C(NC1C/C(=N/O)c2cc3c(cc21)OCO3)C(F)(F)F (stereo not given),-0.7,3,-1.4,3,-13,.,-6,-4.5,24,-0.3
Cc1ccc2c(c1)N(C(=O)CCC(=O)NCc1cccnc1)CCO2,-1.0,4,-0.2,4,-6,-6,-7,3.1,6,0.3
O=C1COc2ccc(S(=O)(=O)N3CCC(C(=O)NCc4ccccc4)CC3)cc2N1,-0.1,-2,-2.1,-1,0,-8,2,-1.7,-2,-0.1
C=CCSc1nc2ccccc2n1C(=O)/C=C/c1cc(OC)c(OC)c(OC)c1,0.3,-5,-0.3,-4,16,6,1,2.0,16,1.8
COc1ccc(OC)c(NC(=O)CCN2CCN(c3ccccc3F)CC2)c1,-0.8,-1,-0.6,-2,14,10,4,.,-17,2.0
COc1ccc(CCNC(=O)CCSc2nc(-c3ccco3)cc(C(F)(F)F)n2)cc1,-0.4,3,.,2,-5,-15,-2,0.5,-13,0.4
CCOc1cc(NC(=O)c2ccco2)c(OCC)cc1NC(=O)c1ccco1,1.5,2,-0.1,-3,-8,-12,0,0.5,35,-0.4
CC(C)(C)NC(=O)/C(=C\c1ccco1)NC(=O)c1ccco1,4.4,-10,i,3,-2,8,-13,0.1,27,0.7
Cn1cc(CN2CCC(N3CCNC(=O)CC3)CC2)c(-c2ccccc2F)n1,-0.3,2,-0.6,3,4,-7,-5,0.2,15,-0.5
N#CC1(NC(=O)CSc2nc3ccc([N+](=O)[O-])cc3s2)CCCCC1,-0.3,3,-2.6,.,-5,1,0,-0.7,.,0.8
CCn1c(C)c(Br)c(=O)c(C(=O)OC)c1-c1ccc(Cl)cc1,-0.7,12,-6.7,2,-2,-8,12,0.6,11,-3.2
CC(C)c1onc(C(=O)NCc2ccccc2)c1[N+](=O)[O-],-0.2,7,-0.2,1,0,-11,0,.,1,0.4

# Quoted at random: 3 compounds from above, in no set order.
compound,PfHsp40 yeast,CCHFV vOTU inh,Vc quorum ag,3CLpro inhibitor,Yp Topo-I inh,PriA SSB inh,Anthrax LF inh2,TcdB inh,DUSP3 inh,BoNT A protease
CC/C(=C\c1oc2cc3ccccc3cc2[n+]1CC)Nc1ccccc1,-0.2,-1,-0.1,2,31,-2,3,5.6,30,-1.3
CC(C)c1onc(C(=O)NCc2ccccc2)c1[N+](=O)[O-],-0.2,7,-0.2,1,0,-11,0,.,1,0.4
CCOc1cc(NC(=O)c2ccco2)c(OCC)cc1NC(=O)c1ccco1,1.5,2,-0.1,-3,-8,-12,0,0.5,35,-0.4

# Other structures.
compound,PfHsp40 yeast,CCHFV vOTU inh,Vc quorum ag,3CLpro inhibitor,Yp Topo-I inh,PriA SSB inh,Anthrax LF inh2,TcdB inh,DUSP3 inh,BoNT A protease
COc1ccccc1OCCNC(=O)CNC(=O)c1ccc2c(c1)OCO2,-0.2,-9,0.7,.,-3,-15,.,2.7,.,.
COC(=O)Cc1cc(=O)[nH]c(/N=C(\N)Nc2ccc(C)cc2C)n1,-0.7,-13,i,2,0,.,6,.,3,0.2
Cc1c(C)c2c(C)nn(-c3ccccc3)c2[nH]c1=O,-0.1,-3,i,1,5,-6,-7,.,38,-0.1
C[C@@H]1CN([C@@H](C)CO)C(=O)CCCn2cc(nn2)CO[C@H]1CN(C)S(=O)(=O)c1cn(C)cn1,.,-5,-1.0,.,0,.,1,-2.0&-0.3,.,0.1
O=C1/C(=C/c2ccccc2)SC(=S)N1CC(=O)N1CCCCC1c1cccnc1 (stereo not given),0.2,-1,i,2,33,5,.,-0.4,11,.
O=C(CCNC(=O)C1CCN(S(=O)(=O)c2ccc(F)cc2)CC1)Nc1nccs1,-1.6,8,-0.4,0,2,-5,2,1.1,-14,1.3
COCCNC(=O)CSc1nc2nn(-c3ccccc3)c(=O)c-2c2n1CCCCC2,0.5,-23,2.0,-3,0,-5,4,0.5,11,-0.2
Cc1ccc(S(=O)(=O)C2(C(=O)Nc3ccc(F)cc3)CC2)cc1,1.0,3,-1.2,2,3,-9,-4,.,23,-0.1
CC(CCc1ccccc1)NC(=S)NC1CCCCC1 (stereo not given),-0.4,4,-0.2,5,-4,0,-8,-1.7,17,-1.2
CCN1CCN(c2ccc(N3CCN(S(=O)(=O)c4cc([N+](=O)[O-])ccc4C)CC3)nn2)CC1,-1.8,3,i,.,-6,6,.,0.7,.,.
CC1(C(=O)Nc2ccc(Cl)cc2)Cc2c(-c3cccc(C(F)(F)F)c3)ccnc2O1 (stereo not given),.,25,i,.,22,.,-10,0.9,.,0.2
Cn1cc(C=C2C(=O)CC(C)(C)CC2=O)c2ccccc21,-0.4,9,-0.3,-5,9,-13,1,1.4,22,1.0
CC(C)(C)c1ccc(C(=O)NCCOc2ccccc2)cc1,0.3,5,-0.4,6,-5,-15&-9&-2,-12,0.9,6,-1.1
COc1ccc(/C=c2/sc3n(c2=O)NC2(c4ccccc4)N(C)C(=O)N(C)C2(c2ccccc2)N=3)cc1 (stereo not given),-0.7,-1,-0.4,4,-8,.,1,.,-17,-0.3
COc1ccc(/C=C(\C#N)C(=O)N2COCC2(C)C)cc1,-1.4,-6,-0.5,5,-3,-8,-7,1.7,32,-8.9
O=C(c1ccc(-c2ccccc2)cc1)C1CCCN(Cc2ccncc2)C1 (stereo not given),0.8,21,i,1,41,18,0,0.9,1,-0.9
CCOc1ccc(-c2nnn(CC(=O)N3CCCC(C)C3)n2)cc1 (stereo not given),-0.5,-3,i,1,0,-10,-1,1.1,36,-0.4
Cc1nc(N2CCc3ccccc3C2)[nH]c(=O)c1Cc1ccccc1,1.4,0,0.6,3,5,-4,3,-0.7,4,-0.8
COc1ccc2cc(C(=O)N/N=C/c3sc4ccccc4c3O)ccc2c1,3.9,6,-0.4,1,-20,.,9,1.5,-8,34*
COc1ccc2c(C=O)c[nH]c2c1,0.2,-4,i,2,-4,10,1,2.7,12,2.2

# Next entries
compound,PfHsp40 yeast,CCHFV vOTU inh,Vc quorum ag,3CLpro inhibitor,Yp Topo-I inh,PriA SSB inh,Anthrax LF inh2,TcdB inh,DUSP3 inh,BoNT A protease
Cc1ccc(NC(=O)C2=C(O)c3sccc3N(C)S2(=O)=O)cc1,-1.0,-4,i,3,7,2,-3,.,18,0.1
Nc1ncc2c(n1)CC(c1ccco1)CC2=O (stereo not given),-2.2,25,-0.3,6,1,-5,-3,.,10,0.5
COc1ccc(CNC(=O)CNC(=O)[C@@H]2Cc3ccccc3CN2)cc1,0.8,6,-3.1,-2,1,-5,-2,-0.5,-31,-0.9
CCCc1nnc(NC(=O)Cn2cnc3ccccc3c2=O)s1,-1.0,5,-1.2,-2,7,-2,-3,.,5,0.4
COc1ccc(/C(C)=N/NC(=O)c2nnn(-c3nonc3N)c2-c2ccccc2)cc1,-0.1,-2,i,1,5,.,3,-6.2,31,-2.5
Cc1ccc(C(c2nnnn2C(C)(C)C)N2CCN(C3CCCC3)CC2)cc1 (stereo not given),-1.0,-3,i,-3,2,-7,1,.,4,0.7
O=C(Nc1cccnc1)c1cccc([N+](=O)[O-])c1,-0.9,-5,i,-3,0,-1,18,-0.1,26,-6.4
C=CCn1cnc2c(NCc3ccccc3)ncnc21,-0.1,2,-2.6,-4,-1,-6,5,.,-9,1.3
Cc1ccc(C(=O)N2CCN(c3ncccn3)CC2)o1,-1.3,-12,.,-5,-2,8,-3,0.3,24,-0.3
CCOc1ccc(N2Cc3ccccc3C2)cc1,-0.7,9,-2.2,5,-4,5,1,0.7,12,8.0
O=C(c1ccc(-c2nc3ccccc3s2)o1)N1CCN(c2ccccc2O)CC1,3.4,27,i,-3,18,18,-3,0.0,2,1.8
COc1cccc(-c2nc(-c3cccs3)no2)c1,2.4,20,i,-3,7,-27,0,-1.2,10,-1.1
O=Cc1cn(CC(=O)N2CCc3ccccc32)c2ccccc12,-0.6,-9,-0.2,0,3,7,0,-0.3,9,-0.1
Cc1ccc(C(=O)NNC(=O)C2CCN(C(=O)OC(C)(C)C)CC2)cc1,-0.3,-3,-0.9,-1,-8,13,-2,2.1,-12,2.0
Cc1cccc2cc3c(N)c(C(=O)Nc4ccc(N5CCOCC5)cc4)sc3nc12,12,-7,i,3,-5,3,-5,.,24,1.6
Cc1onc(-c2ccccc2)c1NC(=O)OC(C)c1cccnc1 (stereo not given),.,10,-5.0,.,6,.,1,1.0,.,-0.1
CCCNC(=O)COC(=O)c1ccccc1OCc1ccc(Cl)cc1,0.9,5,-0.2,3,2,-35,-3,-0.3,17,0.7
Cc1cc(-c2cc(C)c(N)cc2C)c(C)cc1N,-0.9,-8,-5.9,.,0,10,0,9.4,.,-0.6
Cc1cc(C)c2c(C)c(C(=O)NCc3ccc(S(N)(=O)=O)cc3)oc2c1,0.1,7,i,2,0,-13,-3,0.2,24,-0.5
Cc1cc(NC(=O)COC(=O)c2ccc(Cl)cc2)no1,.,5,i,.,1,.,8,-1.5,.,0.1

# Additional compounds:
compound,PfHsp40 yeast,CCHFV vOTU inh,Vc quorum ag,3CLpro inhibitor,Yp Topo-I inh,PriA SSB inh,Anthrax LF inh2,TcdB inh,DUSP3 inh,BoNT A protease
O=C(Cc1ccccc1)NC1c2ccccc2-c2ccccc21,1.1,-11,-0.1,-1,-4,-16,0,0.9,5,-0.2
COC(=O)/C(=N/Nc1ccccc1)N1CCCc2ccccc21,1.2,-8,-0.3,-1,7,.,-2,-42,-17,-0.3
COc1cc(/C=C/C(=O)OCC(=O)N(C)C2CCS(=O)(=O)C2)ccc1OC(F)F (stereo not given),-0.3,-7,-6.4,1,3,-5,-2,-1.2,-29,-0.4
O=C(NC1CCCC1)c1cc2nc(-c3ccco3)cc(C(F)(F)F)n2n1,0.7,-4,-1.3,-6,2,-8,5,0.2,19,-1.8
CN1C(=S)N(c2ccccc2)C(=O)/C1=C/c1ccco1,-1.1,3,0.0,-2,-10,-10,1,.,-1,2.9
Cc1nc2cc(-c3ccccc3)ccc2o1,-0.7,3,-0.3,-3,1,-51,-3,.,-4,0.4
